High-throughput results as filed in PubChem BioAssay.
UPR CHOP act = activators of apoptotic CHOP UPR arm, primary screen, cell-based, CHO-CHOP luciferase reporter, luminescence, uHTS; UPR activation; percent of tunicamycin response over DMSO baseline; activation, % at 10 µM; actives 0.34% (n = 330,000); AID 449763, 2010;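 active means at 10 µM dose, activation of 40% or more, normalized to positive control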;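 further: 100% = tunicamycin at 10 µg/mL and 0% = DMSO alone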
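measured by = luciferase luminescence | assay system = CHO-CHOP cells, stable luciferase reporter of PERK-eIF2a-CHOP signalling | amount = 500 reporter cells seeded per well | timing = 6 h compound exposure at 37 °C after overnight seeding | controls = positive tunicamycin 10 µg/mL, negative DMSO alone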
NALP3 yeast inh = NALP3 inflammasome inhibitors in reconstituted yeast, primary screen, luminescence, uHTS; Yeast reconstituted NLRP3/ASC/caspase-1, beta-gal luminescence, 24 h; inhibition, % at 10 µM; actives 0.39% (n = 330,000);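 active means inhibition of 50% or more; inactive means inhibition below 50%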;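 further: plate controls were induced DMSO wells for no effect and uninduced yeast grown without galactose for full effect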
NR3A LBD binder = binders of NR3A ligand-binding domain, primary screen, biophysical, differential scanning fluorimetry, uHTS. Glutamate receptor ionotropic, NMDA 3A (GRIN3A) ligand-binding domain. NR3A LBD differential scanning fluorimetry, Tm shift; 0% = protein alone, 100% = glycine-bound protein. Tm shift relative to glycine control, % at 25 µM. actives 2.5% (n = 340,000). AID 1259313, 2017;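 active means melting temperature shift of at least 10% of the positive control shift, at one fixed dose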
Mdm2 MdmX PPI = inhibitors of human Mdm2-MdmX association, primary screen, cell-based, luminescence, split luciferase, SaOS-2, uHTS. Protein Mdm4 (Homo sapiens) + E3 ubiquitin-protein ligase Mdm2 (Homo sapiens), …. SaOS-2 split-luciferase Mdm2/MdmX complementation. inhibition, % at 8 µM. actives 3% (n = 330,000). AID 485346, 2010;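 active means inhibition of at least 50% at 8 µM in the primary screen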
tim10-1 inh = growth inhibitors of tim10-1 mutant yeast, primary screen, luminescence, uHTS; S. cerevisiae tim10-1 ts strain growth, BacTiter-Glo, 24 h; inhibition, % at 20 µM; actives 2.2% (n = 330,000);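 active means inhibition of at least 40%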;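 further: mutant grown at 25 °C; 0% = DMSO wells with yeast and 100% = wells holding no yeast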
UPR XBP1 act = activators of adaptive XBP1 UPR arm, primary screen, cell-based, CHO-XBP1 luciferase reporter, luminescence, uHTS. activation, % at 20 µM. IRE1-XBP1 UPR activation; percent of tunicamycin response, DMSO as zero. actives 0.33% (n = 330,000);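 active means versus positive control, 20 µM dose yields 30% or more activation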;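 further: 100% = tunicamycin at 10 µg/mL and 0% = DMSO only wells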
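Material: IRE1-XBP1 luciferase reporter CHO line / Quantity: one thousand reporter cells per well / Buffer or medium: F12 with 10% serum / Compound: 20 µM single concentration, DMSO 1% / Times: 6 h treatment, 37 °C / Detection: Steady-Glo luciferase glow luminescence, 10 min after reagent addition / Benchmarks: tunicamycin high, DMSO low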
tim23-1 inh = growth inhibitors of tim23-1 mutant yeast, primary screen, luminescence, uHTS. S. cerevisiae tim23-1 growth, BacTiter-Glo luminescence, 24 h. inhibition, % at 20 µM. actives 1.3% (n = 330,000). AID 463212, 2010;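 active means growth inhibition of the mutant yeast at or above 50%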;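 further: temperature-sensitive mutant grown at 25 °C; plate controls were DMSO-treated mutant yeast for no effect and medium wells lacking yeast for full effect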
APJ agonist = agonists of human apelin receptor APJ, primary screen, CHO-K1 cells, PathHunter beta-arrestin, luminescence; P35414; 0% DMSO wells, 100% apelin; activation, % at 20 µM; actives 0.11% (n = 330,000); AID 2520, 2010;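 active means activation more than six SD over the plate average, tested at 20 µM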;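 further: 0% = DMSO alone and 100% = apelin-13 at 10 nM; some results filed as inactive read as strong as hits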
Target sequence (P35414 whole entry, looked up): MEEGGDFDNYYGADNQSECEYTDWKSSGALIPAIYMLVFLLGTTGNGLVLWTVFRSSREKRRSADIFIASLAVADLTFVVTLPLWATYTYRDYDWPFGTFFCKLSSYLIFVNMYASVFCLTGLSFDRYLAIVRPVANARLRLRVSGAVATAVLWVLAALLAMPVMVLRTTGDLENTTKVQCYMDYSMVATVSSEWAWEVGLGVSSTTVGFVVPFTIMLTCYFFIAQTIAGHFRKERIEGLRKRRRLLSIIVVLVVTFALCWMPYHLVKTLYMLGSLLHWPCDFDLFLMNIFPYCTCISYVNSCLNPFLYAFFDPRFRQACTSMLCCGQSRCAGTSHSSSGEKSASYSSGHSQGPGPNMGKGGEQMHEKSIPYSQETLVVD
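Test system – PathHunter CHO-K1 APJ (AGTRL-1) beta-arrestin reporter cells · Input – 1000 cells/well · Compound – single test compound dose, 20 µM final, 1% DMSO · Times – compound stimulation 90 min at 25 °C, detection 60 min · Technique – beta-gal luminescence · Read-out basis – APJ–arrestin association signal · Control set – negative DMSO alone, positive Apelin-13 at 10 nM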
TIM10 inh = growth inhibitors of isogenic TIM10 control yeast, primary screen, counter-screen for tim10-1 yeast inhibitor project, luminescence, uHTS. actives 1.4% (n = 330,000). AID 463195, 2010. inhibition, % at 10 µM. S. cerevisiae TIM10 strain growth, BacTiter-Glo luminescence, 24 h;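 active means inhibition of 40% or more at the single tested concentration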;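 further: wild-type TIM10 isogenic control strain grown at permissive 25 °C; 0% = DMSO yeast wells and 100% = minimal medium wells without yeast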
An asterisk follows results filed as active; / = no result given.

structure	UPR CHOP act	UPR XBP1 act	tim10-1 inh	TIM10 inh	NR3A LBD binder	APJ agonist	tim23-1 inh	Mdm2 MdmX PPI	NALP3 yeast inh
COc1cccc2cc(C(=O)N3CCc4ccccc4C3)c(=O)oc12	4.6	1	9	5	-1	-1	8	-2	1
Cc1cc(=O)[nH]c(N/N=C/c2ccccn2)n1	0.5	-3	-8	8	-4	1	-5	80*	11
CCC(C)NC(=O)CSC1=Nc2ccccc2C2=NC(c3ccccc3)C(=O)N12 (stereo not given)	-1.7	-1	12	-2	3	-12	10	10	14
Cc1ccc(Cn2cccc(NC(=O)NC3CCCCC3)c2=O)cc1	1.6	2	26	25	0	-3	18	33	21
COc1ccc(-n2c(=O)c3ccccc3n(CC(=O)OCc3ccccc3)c2=O)cc1OC	-0.3	-3	7	1	1	-1	2	20	9
Nc1c(-c2cccs2)cnn1-c1nc(-c2ccc(Cl)cc2Cl)cs1	-0.2	2	16	-21	-5	2	-34	15	9
N#CCCn1cc(/C=N/O)c(-c2ccc(-c3ccccc3)cc2)n1	2.2	16	2	15	-8	-1	9	50	0
O=C(NCC(=O)N(CC1CCCO1)C1(C(=O)NC2CCCC2)CCCCC1)c1ccccc1 (stereo not given)	-2.3	1	0	13	-1	9	14	8	13
CCC(=O)OCc1c(C(F)(F)F)nn(C)c1Oc1cccc(C(F)(F)F)c1	-0.8	-2	14	2	2	0	16	-30	2
COc1ccccc1CCC(=O)Nc1cccc(S(=O)(=O)N2CCOCC2)c1	0.0	-6	1	-1	0	-5	-5	20	-3

An excerpt from above in order of formula weight, rising:
structure	UPR CHOP act	UPR XBP1 act	tim10-1 inh	TIM10 inh	NR3A LBD binder	APJ agonist	tim23-1 inh	Mdm2 MdmX PPI	NALP3 yeast inh
Nc1c(-c2cccs2)cnn1-c1nc(-c2ccc(Cl)cc2Cl)cs1	-0.2	2	16	-21	-5	2	-34	15	9
COc1ccccc1CCC(=O)Nc1cccc(S(=O)(=O)N2CCOCC2)c1	0.0	-6	1	-1	0	-5	-5	20	-3
COc1ccc(-n2c(=O)c3ccccc3n(CC(=O)OCc3ccccc3)c2=O)cc1OC	-0.3	-3	7	1	1	-1	2	20	9

(more compounds)
structure	UPR CHOP act	UPR XBP1 act	tim10-1 inh	TIM10 inh	NR3A LBD binder	APJ agonist	tim23-1 inh	Mdm2 MdmX PPI	NALP3 yeast inh
COc1ccc(C(=O)OCC(=O)NC(=O)Nc2ccccc2F)c(OC)c1	-0.5	3	-6	-3	1	-3	-16	25	6
Nc1ccc(Nc2ccncc2[N+](=O)[O-])cc1	-1.7	-5	-17	-5	1	-4	-5	21	21
O=C(NCc1ccc2c(c1)OCO2)C1CCN(S(=O)(=O)c2cccs2)CC1	-1.4	0	7	0	-1	-2	-8	4	14
OC(CNCc1cccs1)c1ccccc1 (stereo not given)	1.5	1	1	7	-1	-1	-3	24	22
CC(C)C(=O)Nc1ccc(C(=O)NNC(=S)NC(=O)c2ccccc2[N+](=O)[O-])cc1	-0.1	0	33	-2	-2	-5	7	13	0
Cc1nc2nc(-c3ccco3)nn2c(C)c1Cl	-1.6	1	34	1	-3	-2	2	11	17
COc1cn(-c2ccccc2)nc1C(=O)NCc1ccccc1	0.0	-4	-13	3	0	0	14	7	20
O=C(CN1C(=O)c2cccnc2Oc2ccc(Cl)cc21)Nc1ccc(F)cc1	1.1	-5	10	6	-4	-5	22	8	8
CCC1CCCN1Cn1cnc2c([nH]c3ccc(Cl)cc32)c1=O (stereo not given)	0.3	-1	21	0	-2	-3	15	22	-4
CC(=O)c1cccc(OC(=O)c2ccc3c(=O)n4c(nc3c2)CCC4)c1	1.9	4	24	-4	1	10	15	-36	18
CCCC(=O)Nc1ccccc1-c1nnn(CC(=O)Nc2ccc(OC)cc2)n1	0.0	-2	3	-4	-3	-4	2	-13	0
CCn1c2ccccc2c2nn(C)c(=N)nc21	0.2	6	9	-5	-1	2	11	4	-11
CC(NC(=O)Cc1ccsc1)c1ccc(S(N)(=O)=O)cc1 (stereo not given)	1.4	-2	6	12	4	-3	-2	-8	7
CCOC(=O)c1ccccc1NS(=O)(=O)c1ccc(OCC)cc1	-1.7	0	28	6	4	-3	24	39	27
O=C(O)c1cccc(Nc2ccnc(Nc3cccc(C(=O)O)c3)n2)c1	-4.4	-13	-3	5	1	-2	7	47	14
Cc1ccc(OCCN2C(=O)c3ccccc3C2=O)c(C)c1	3.6	3	4	-4	0	-3	-5	35	36
CCCCOc1ccc(CSc2n[nH]c(C)n2)cc1	1.4	3	28	15	0	2	37	-67	36
COC(=O)c1sccc1NC(=O)C1CC=CCC1C(=O)O (stereo not given)	0.8	-1	1	-1	0	-19	-14	-5	5
CC(=O)c1cnc2c(-c3cccc(Br)c3)cnn2c1C	4.4	0	15	13	-3	-3	7	-39	33
C#CCOCCOCCOCCNc1nc(N2CCN(C(=O)[C@H]([C@@H](C)CC)n3cc([C@@H](N)CC(C)C)nn3)CC2)nc(N2CCN(C(=O)[C@H](CCCCN)n3cc([C@@H](N)C(C)CC)nn3)CC2)n1 (stereo not given in full)	0.1	-1	-12	0	1	-2	-6	-17	27
O=C(Nc1cccc(-c2ccc(N3CCOCC3)nn2)c1)c1ccc([N+](=O)[O-])cc1	4.3	3	7	1	1	20	11	-46	5
Cc1cc2c(cc1C)NC1(C(=O)Nc3ccccc31)C1=C(CC(C)(C)CC1=O)N2 (stereo not given)	0.1	-2	7	9	-3	-5	13	8	9
Cc1cc(C)nc(N2CCC(C(=O)NCc3ccccc3F)CC2)n1	-1.3	6	-23	-17	-1	-3	-9	-1	5
CCc1noc(C)c1C(=O)N1CCC(CCC(=O)Nc2cccc(OC)c2)CC1	2.8	-4	-24	-3	-7	-4	-12	17	4
NC(=Nc1ccc(N)cc1)C(N)=Nc1ccc(N)cc1	-0.2	-4	-12	-4	-1	0	-32	0	11
Cc1cccc(C(=O)N/N=C2/SCC(=O)N2Cc2ccccc2)c1	-0.1	1	7	-10	1	-1	0	13	-3
COC(=O)c1ccc(N/C(C)=C/C(=O)c2ccc(C)o2)cc1	2.4	1	1	-3	2	-3	15	12	12
Cc1[nH]c(=S)[nH]c(=O)c1Cc1ccc(OCC(C)C)cc1	1.8	-3	4	9	-4	-2	0	32	20
O=C(Nc1ccccc1Oc1ccccc1)c1ccccc1F	-0.4	-2	7	5	9	-2	5	-23	-50
COc1ccc(-c2nnc(SCC(=O)NNC(=O)Cc3ccccc3)n2C)cc1OC	-1.0	0	0	-3	-3	-1	4	-17	2
C[C@H]([C@@H](N)C(=O)N[C@@H](C(=O)O)[C@@H]1O[C@H](n2ccc(=O)[nH]c2=O)[C@@H](O)[C@H]1O)[C@@H](O)c1ccc(O)cn1	-1.9	-10	-26	-1	0	-6	-16	-7	-11
CN(C)c1cc[n+](CC(=O)N2CCCc3ccccc32)cc1	1.3	1	6	7	-2	-2	-9	3	13
CCc1cccc(NC(=O)c2ccc(Cn3nc(C)cc3C)o2)c1	4.3	1	27	6	-1	1	26	-4	14
S=C(Nc1ccccc1)Nc1ccccc1Br	1.5	0	14	4	0	-3	-8	-7	-8
CC1CCN(Cc2nnnn2CCCC(=O)NCC(C)(C)N2CCOCC2)CC1	-1.4	-9	1	-7	1	5	-7	9	6
Cc1cnc(C(=O)NCc2ccc(F)cc2)cn1	0.6	-4	15	-4	2	-3	16	10	6
Cc1nc(SCc2nc3ccccc3[nH]2)c2oc3cc(Br)ccc3c2n1	-0.8	14	26	27	-6	-5	24	65*	37
O=C(COC(=O)CCc1nc2ccccc2c(=O)[nH]1)Nc1ccc(OC(F)(F)F)cc1	-1.3	-2	-6	7	-3	-1	6	-8	-5
CC#CC(=O)N1CCC(Oc2cccc(C(=O)NCc3ccccn3)c2)CC1	-0.7	-2	16	9	7	-2	13	0	1
O=C(O)CC1S/C(=N\N=C2\C(=O)Nc3ccccc32)N(c2ccc(O)cc2)C1=O (stereo not given)	2.0	-6	-9	7	-1	-2	-5	18	10
CCOC(=O)N1CCN(C(=O)CSc2ncnc3sccc23)CC1	-0.8	-4	4	2	0	-3	2	9	20
COc1ccc(CNS(=O)(=O)c2ccccc2Br)cc1	0.4	0	3	18	/	2	1	6	20
CCOC(=O)C(NCc1ccccc1)(NC(=O)c1ccccc1)C(F)(F)F (stereo not given)	0.9	2	20	10	-3	-5	7	9	20
COc1ccc(CCNC(=O)C2CC(=O)N(C3CCCCC3)C2)cc1OC (stereo not given)	-0.1	-2	-15	2	-1	-2	6	3	19
CCOc1ccc(C(=O)Nc2ccc(N3CCN(S(C)(=O)=O)CC3)cc2)cc1[N+](=O)[O-]	2.3	5	5	-1	2	-4	-2	-5	-5
S=C(Nc1ccccc1)N1CCN(Cc2ccccc2)CC1	0.8	1	-12	-8	0	-4	-4	19	20
COc1ccc(/C=C/C(=O)OCC(=O)NCC2CCCO2)cc1 (stereo not given)	-1.6	-1	10	-1	3	-4	7	13	11
C#CCNC(=O)c1cc2sccc2n1C	-1.2	3	-5	-10	-1	-4	-3	-7	24
CN1C(=O)C(O)(c2sc(N)nc2-c2ccccc2)c2ccccc21 (stereo not given)	1.3	-1	13	3	-2	-1	6	11	9
COC(=O)Cc1c(O)ccn(CCc2c[nH]c3ccc(OC)cc23)c1=O	0.8	-3	0	14	-1	-3	12	-5	-1

(continued)
structure	UPR CHOP act	UPR XBP1 act	tim10-1 inh	TIM10 inh	NR3A LBD binder	APJ agonist	tim23-1 inh	Mdm2 MdmX PPI	NALP3 yeast inh
CC(C)(C)c1ccc(NC(=O)Cn2cnc3cc([N+](=O)[O-])ccc3c2=O)cc1	4.1	-4	13	21	2	6	13	1	13
O=C(Cc1n[nH]c(=O)c2ccccc12)OCC(=O)c1ccccc1Cl	1.3	-3	-10	-12	-2	-2	0	17	3
COc1ccccc1S(=O)(=O)c1c(C)cc(C)[nH]c1=O	-0.8	1	-12	6	-1	-3	-8	7	10
CN(C(=O)c1cc([N+](=O)[O-])ccc1N1CCCC1)C1CCCCC1	-0.8	-1	19	-2	1	-3	10	6	11
CCN1CCN(C(=O)CCc2nc3ccccc3c(=O)[nH]2)CC1	-1.6	0	12	1	0	-6	14	-14	14
O=C(CNC(=O)c1ccco1)OCC(=O)c1ccc(Cl)cc1	-1.7	0	7	2	1	0	2	9	3
Cn1c(=O)oc2cc(S(=O)(=O)Nc3ccc(O)cc3)ccc21	0.5	-4	-8	1	0	-3	5	23	18
